# From PubChem
# T cell HTS – T cell immune modulators affecting CD8 T cell-vesicle binding. 2C CD8+ T cell-vesicle binding, flow cytometry; stronger effect = lower value. calls only at 7 µM. hit rate 0.068% among 330,000;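 active = response, share of CD8 T cells binding vesicles, and their 90th percentile fluorescence all below set limits, cut at about 80% in these data, passing the limit was not always enough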
#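 Test system: purified 2C TCR transgenic mouse naive CD8+ T cells. Probe or stimulus: QL9-peptide-loaded Drosophila micro-vesicles bearing Ld, ICAM-1 and B7-1. Incubation: binding step 1.5 h, 37 °C, antibody labelling 20 min, ice. Measured by: flow cytometry of vesicle-bound cells.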
# KOR beta-arrestin-1 – KOR agonists, beta-arrestin recruitment, primary screen, cell-based, luminescence, uHTS (AID 1777); KOR beta-arrestin recruitment, luminescence; higher % means a stronger effect; activation, % at 10 µM; hits with a dose series show EC50 in µM; hit rate 0.02% among 280,000; in the data active = activation above about 50%, passing the limit was not always enough; also: a part of the inactive calls stands beside numbers as strong as those of hits
# Salmonella PhoP GFP – inhibitors of PhoP regulon expression, primary screen, Salmonella Typhimurium, GFP reporter (AID 1863). S. Typhimurium PhoP-regulated promoter GFP reporter, 4 h; higher % means a stronger effect. inhibition, % at 50 µM, or IC50 in µM where a hit was titrated. hit rate 0.16% among 300,000;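 active = inhibition over 29.93%, a cutoff 3 SD above the screen mean, later confirmed by dose response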;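 also: 0% = low Mg2+ inducing control and 100% = high Mg2+ repressing control; strong numbers were not always called active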
# GPR35 arrestin U2OS – inhibition of zaprinast-stimulated GPR35 beta-arrestin translocation – imaging, U2OS, beta-arrestin-GFP, zaprinast agonist, primary screen (AID 2058); U2OS GPR35 beta-arrestin-GFP translocation imaging, zaprinast antagonism; higher % means a stronger effect; one-dose inhibition, % at 10 µM; IC50 in µM for titrated hits; hit rate 0.052% among 290,000;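 active = inhibition of at least 50% with at least 30 cells and total cytoplasm GFP at most 10,000,000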
# GPR55 activation – selective activators of receptor GPR55 – imaging, U2OS cells, beta-arrestin-GFP redistribution, primary screen (AID 1961) | hit rate 0.048% among 290,000 | U2OS GPR55 beta-arrestin-GFP redistribution imaging; higher % means a stronger effect | activation, % at 10 µM, or EC50 in µM where a hit was titrated;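 active = activation above 40% with more than 50 cells counted in the well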;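 also: U2OS osteosarcoma cells stably expressing GPR55 and beta-arrestin-GFP; plate controls were DMSO negative control for no effect and LPI positive control for full effect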
# West Nile antiviral – inhibition of WNV-induced cytopathic effect – cell-based, CPE readout (AID 1621). CPE inhibition, % at 10 µM, or IC50 in µM where a hit was titrated. hit rate 0.02% among 290,000. West Nile virus-infected cells, CPE inhibition; higher % means a stronger effect; in the data active = a potency from the dose series; also: strong numbers were not always called active
# GPR55 LPI antagonism – inhibition of LPI-stimulated GPR55 beta-arrestin translocation – imaging, U2OS, beta-arrestin-GFP, LPI agonist, primary screen (AID 2013); U2OS GPR55 beta-arrestin-GFP translocation imaging, LPI antagonism; higher % means a stronger effect; one-dose inhibition, % at 10 µM; IC50 in µM for titrated hits; hit rate 0.13% among 290,000;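 active = spots per cell inhibited over 60%, with over 100 cells counted and total cytoplasm intensity under 500,000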;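 also: U2OS cells stably carrying GPR55 and arrestin-GFP stimulated by 5 µM LPI near EC80; imaged beta-arrestin-GFP aggregate spots per cell after agonist stimulation; plate controls were LPI-stimulated DMSO wells for no effect and DMSO wells without LPI for full effect; some results filed as inactive read as strong as hits; confirmed hits need IC50 under 10 µM and bright autofluorescent wells are also inconclusive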
# KOR beta-arrestin-2 – KOR antagonists, beta-arrestin recruitment, cell-based, luminescence, uHTS (AID 1778) | KOR beta-arrestin recruitment, luminescence, antagonist mode; higher % means a stronger effect | one-dose inhibition, % at 10 µM; IC50 in µM for titrated hits | hit rate 0.091% among 290,000; in the data active = inhibition above about 50%; also: strong numbers were not always called active
# NTR1 ag – agonists of NTR1, primary screen, imaging, U2OS cells, beta-arrestin-GFP, high content (AID 493036); P30989; NTR1-U2OS beta-arrestin-GFP spot imaging, agonist mode; activation, % at 20 µM; hit rate 0.17% among 330,000;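 active = activation at or above 40% of the spot to cytoplasm intensity ratio, with at least 20 cells analyzed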;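 also: 0% = DMSO without peptide and 100% = 100 nM NTR1 peptide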
# Target sequence (P30989 whole entry, looked up): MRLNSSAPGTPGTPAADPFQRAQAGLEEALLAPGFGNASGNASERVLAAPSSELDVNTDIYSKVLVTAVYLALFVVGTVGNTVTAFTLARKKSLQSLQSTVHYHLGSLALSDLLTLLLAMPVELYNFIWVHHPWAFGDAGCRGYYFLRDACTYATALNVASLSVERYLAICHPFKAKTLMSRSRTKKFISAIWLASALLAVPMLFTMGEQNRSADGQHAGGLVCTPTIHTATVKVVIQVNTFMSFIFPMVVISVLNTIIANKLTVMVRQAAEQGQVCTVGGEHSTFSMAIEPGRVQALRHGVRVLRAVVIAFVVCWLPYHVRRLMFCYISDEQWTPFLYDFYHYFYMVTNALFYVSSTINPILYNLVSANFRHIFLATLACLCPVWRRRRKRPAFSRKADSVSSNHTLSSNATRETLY
# T cell HTS vesicle-bound % – further read-out of T cell HTS, marked with its call; double positive events, %; measured here: CD8+ vesicle-bound cell fraction;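 binding gate set so that unloaded-vesicle control wells show 10% double positive cells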
# NTR1 ag cell count 20 µM – further read-out of NTR1 ag, marked with its call; cell count; measured here: cell count, cytotoxicity flag
# Active calls of the source: *; i = inactive; · = not tested or not shown; [ ] = remark or other dose.
no.	compound	T cell HTS	T cell HTS vesicle-bound %	KOR beta-arrestin-1	Salmonella PhoP GFP	GPR35 arrestin U2OS	GPR55 activation
1	COc1ccc(OCc2nnc(NC(=O)Nc3ccc(F)cc3)s2)cc1	i	57	1.7%	-3%	-2%	-0.1%
2	C=CCn1c(SCC(=O)Nc2sccc2C(N)=O)nc2sc(CC)cc2c1=O	i	12	4.4%	-5%	10%	0.2%
3	CC(=O)COc1ccc2c(c1C)O/C(=C\c1ccco1)C2=O	i	28	-2.2%	·	13%	-0.1%
4	COc1ccccc1NC(=O)CSc1nnc(-c2ccccc2)o1	i	66	2.5%	-4%	0%	-0.1%
5	CCCOCC(O)CC(Cc1ccccc1)C(=O)NN (stereo unspecified)	i	16	-0.9%	5%	10%	-0.1%
6	COc1ccc(COCC(O)CN2CCC(CN3C(=O)c4cccc5cccc(c45)C3=O)CC2)cc1OC (stereo unspecified)	i	35	3.6%	-11%	-1%	-0.5%
7	Cc1cccc(OC2CCN(Cc3nc(CC4CC4)no3)CC2)c1	i	43	-1.1%	11%	7%	-0.3%
8	CC(=O)Nc1ccc(C(=O)CSc2nnnn2C2CCCC2)cc1	i	19	-3.7%	-4%	18%	0.3%
9	CC1Oc2ccccc2N(CC(=O)NCc2cccs2)C1=O (stereo unspecified)	i	8	-6.3%	-8%	-7%	-0.5%
10	O=c1cc(-c2ccc(O)cc2)oc2c(C3OCC(O)C(O)C3O)c(O)c(C3OC(CO)C(O)C(O)C3O)c(O)c12 (stereo unspecified)	i	59	-6.8%	2%	5%	0.0%
11	CCCCNC(=O)Nc1c(C(=O)OCC)[nH]c2ccccc12	i	32	-1.6%	0%	10%	0.2%
12	O=C(CCS(=O)(=O)c1ccccc1)Nc1nnc(-c2ccco2)o1	i	37	2.1%	0%	-5%	1.7%
13	COC(=O)c1cc(C(=O)NCC2CCCCC2)cc([N+](=O)[O-])c1	i	16	-4.4%	12%	20%	-0.2%
14	Cc1cccc(-n2ncc3c(NCc4ccc5c(c4)OCO5)ncnc32)c1	i	41	9.6%	36%	-13%	-0.1%
15	O=C(NC1CC2CCCC(C1)N2C(=O)NC1CCCCC1)c1ccc(F)cc1 (stereo unspecified)	i	54	-0.2%	1%	-4%	0.1%

no.	West Nile antiviral	GPR55 LPI antagonism	KOR beta-arrestin-2	NTR1 ag	NTR1 ag cell count 20 µM
1	-0.3%	-5%	-59%[20 µM]	-0.5	81
2	0.8%	8%	-32%	4.7	38
3	-1.1%	10%	46%	-0.4	87
4	-0.2%	-4%	14%	-2.0	63
5	0.4%	11%	9%	2.1	57
6	-1.9%	-20%	40%	0.6	58
7	-1.2%	4%	-11%	0.4	62
8	0.3%	1%	-5%	1.1	46
9	-0.6%	2%	12%	-1.3	57
10	0.0%	7%	14%	-0.8	76
11	-0.3%	-12%	-36%	-1.1	63
12	-0.7%	-6%	22%	1.0	67
13	-1.1%	-8%	8%	0.2	60
14	-0.8%	8%	-8%	12	92
15	-0.6%	4%	17%	-0.6	79

# Later entries.
no.	compound	T cell HTS	T cell HTS vesicle-bound %	KOR beta-arrestin-1	Salmonella PhoP GFP	GPR35 arrestin U2OS	GPR55 activation
16	O=C(O)c1ccc(Oc2ccccc2)o1	i	27	-1.3%	-2%	16%	-0.2%
17	CCN1CCN(CCCNC(=O)c2ccc3c(c2)NC(=O)c2ccccc2S3)CC1	i	59	0.1%	1%	8%	-0.3%
18	O=C(CSc1nnnn1-c1ccc(O)cc1)Nc1ccc(N2CCOCC2)c(Cl)c1	i	9	-0.2%	1%	-3%	-0.1%
19	NS(=O)(=O)c1ccc(CCNC(=O)c2ccc(Br)s2)cc1	i	58	-5.7%	1%	-6%	-0.1%
20	CCOC(=O)C1=C(C)NC2=C(C(=O)CC(C)(C)C2)C1c1cccc(C)n1 (stereo unspecified)	i	58	-6.3%	1%	9%	-0.1%
21	Cn1cc(CN2CCC(n3nccc3NC(=O)c3ccccc3Cl)CC2)c2ccccc21	i	4	7.2%	-5%	-1%	-0.3%
22	CN1CCN(c2ncnc3sc(-c4ccccc4)cc23)CC1	i	63	·	4%	1%	-0.1%
23	O=S(=O)(NC1CCCC1)c1ccc(S(=O)(=O)N2CCN(c3ccccc3)CC2)cc1	i	48	-6.0%	13%	8%	-0.2%
24	COC(=O)/C(=C1\Oc2ccc(C(C)(C)C)cc2S1)C(F)(F)F	i	25	5.3%	8%	1%	-0.3%
25	OC(CNC1CCCc2ccccc21)COc1c(Cl)cccc1Cl (stereo unspecified)	i	28	-0.1%	29%	11%	0.0%
26	Nc1ccccc1SCC(=O)Nc1ccc2c(c1)OCCO2	i	34	2.3%	7%	-15%	-0.2%
27	CCOC(=O)C(NC(C)=O)(Nc1ccc(S(N)(=O)=O)cc1)C(F)(F)F (stereo unspecified)	i	8	-3.3%	8%	16%	0.7%
28	Cc1ccc(C(=O)Nc2ccc(NC(=O)c3ccco3)c(C)c2)cc1	i	25	3.1%	-2%	-10%	0.1%
29	CC(C)Cn1cnc2c1c(=O)n(CC(=O)O)c(=O)n2Cc1ccccc1	i	21	2.4%	7%	-7%	-0.1%
30	Cc1c(O)ccc2c(CC(=O)N[C@@H](Cc3ccc(O)cc3)C(=O)O)cc(=O)oc12	i	17	1.4%	21%	4%	0.0%

no.	West Nile antiviral	GPR55 LPI antagonism	KOR beta-arrestin-2	NTR1 ag	NTR1 ag cell count 20 µM
16	-0.1%	9%	6%	1.8	61
17	0.0%	-3%	-41%	-2.9	58
18	-0.5%	8%	-42%	6.0	50
19	0.3%	5%	-17%	-0.8	38
20	0.4%	0%	-82%	0.5	48
21	-0.2%	-8%	-2%	1.5	54
22	0.3%	19%	-35%[20 µM]	-0.9	95
23	0.4%	6%	-11%	2.4	86
24	-0.1%	1%	-11%	3.5	67
25	-1.6%	-3%	-48%	0.2	96
26	-0.2%	-1%	-6%	-0.7	66
27	0.0%	7%	12%	0.0	71
28	0.2%	-6%	-17%	-1.9	41
29	0.3%	11%	7%	-0.7	50
30	0.0%	6%	2%	0.2	90

# Just KOR beta-arrestin-1 and T cell HTS vesicle-bound %, for some of the entries so far:
cpd	smiles	KOR beta-arrestin-1	T cell HTS vesicle-bound %
21	Cn1cc(CN2CCC(n3nccc3NC(=O)c3ccccc3Cl)CC2)c2ccccc21	7.2%	4
22	CN1CCN(c2ncnc3sc(-c4ccccc4)cc23)CC1	·	63
23	O=S(=O)(NC1CCCC1)c1ccc(S(=O)(=O)N2CCN(c3ccccc3)CC2)cc1	-6.0%	48

# (more compounds)
no.	compound	T cell HTS	T cell HTS vesicle-bound %	KOR beta-arrestin-1	Salmonella PhoP GFP	GPR35 arrestin U2OS	GPR55 activation
31	COc1ccc(N(CC(=O)Nc2ccc3c(c2)OCO3)S(=O)(=O)c2ccc(C)cc2)cc1OC	i	19	-2.8%	5%	-4%	0.6%
32	CSCCC(NC(N)=O)C(=O)N(C)CC(=O)Nc1ccc(C)cc1 (stereo unspecified)	i	50	5.3%	-5%	3%	0.1%
33	CCOc1cc(C(=S)N2CCOCC2)ccc1OS(=O)(=O)c1ccc(OC)cc1	i	55	2.3%	4%	-11%	0.0%
34	COc1ccc(NC(=S)N(CCCN2CCOCC2)Cc2ccccn2)cc1	i	16	6.6%	-8%	7%	0.5%
35	O=C(CCC1N=C2c3ccccc3N=C(SCc3ccccc3Cl)N2C1=O)NCc1ccco1 (stereo unspecified)	i	30	-2.4%	-2%	-3%	-0.1%
36	O=C(O)c1cccc(NC(=O)c2ccc3c(c2)C(=O)N(Cc2ccco2)C3=O)c1	i	58	6.1%	2%	5%	0.3%
37	CCCOc1ccc(NC(=O)CC2C(=O)N(C)C(=S)N2Cc2ccc3c(c2)OCO3)cc1 (stereo unspecified)	i	55	-1.4%	3%	-28%	0.0%
38	Cc1ccc(C)c(NC(=O)c2cnccn2)c1	i	59	-0.1%	-3%	-26%	-0.3%
39	CCN(CC)CCNC(=O)c1ccc(NC(=O)c2ccc3c(c2)CCC3)cc1	i	55	3.8%	-3%	-4%	0.7%
40	Cc1ccccc1N=C1NC(=O)CS1	i	27	2.2%	-4%	4%	-0.2%
41	CC(C)(C)c1nnc2sc(SCC(=O)c3ccccc3)nn2c1=O	i	22	-3.6%	-5%	10%	-0.1%
42	CCC(=O)Nc1c(S(=O)(=O)c2ccc(C)cc2)c2nc3ccccc3nc2n1C(C)c1ccccc1 (stereo unspecified)	i	49	-0.8%	16%	-10%	0.3%
43	NC(=O)CSc1nc2ccccc2c(=O)n1Cc1ccco1	i	44	0.5%	5%	-19%	-0.4%
44	CN(C)c1ccc(/C=N/NC(=O)C2CC2c2ccccc2)cc1 (stereo unspecified)	i	56	·	3%	12%	-0.2%
45	CN(C)CC(CCC(CN(C)C)C(=O)c1ccccc1)C(=O)c1ccccc1 (stereo unspecified)	·	·	-2.8%	-1%	21%	3.4%
46	O=C(CN1CCCCC1)N1CCCc2c1c(=O)oc1ccc(OCc3ccccc3)cc21	i	4	0.1%	-1%	-6%	0.4%
47	Cc1cccc(NC(=O)CCNC(=O)c2ccc(Br)cc2)c1C	i	23	-1.0%	0%	12%	0.0%
48	CCOC(=O)C1CCCN(Cc2cn(C)nc2-c2ccc3c(c2)OCCO3)C1 (stereo unspecified)	i	56	-4.1%	1%	18%	-0.2%

no.	West Nile antiviral	GPR55 LPI antagonism	KOR beta-arrestin-2	NTR1 ag	NTR1 ag cell count 20 µM
31	-0.6%	5%	6%	0.3	41
32	-0.1%	-2%	7%	1.3	50
33	-1.4%	-3%	0%	2.3	71
34	-0.8%	-18%	-14%	-1.6	55
35	2.1%	13%	7%	3.0	69
36	0.2%	-11%	-25%[20 µM]	-0.1	88
37	-0.7%	6%	10%	3.3	47
38	0.4%	17%	-52%[20 µM]	-0.7	56
39	0.2%	6%	-40%	2.7	76
40	0.1%	-1%	19%	-0.3	36
41	0.1%	-9%	21%	5.1	35
42	-1.2%	4%	28%	11	85
43	-0.1%	11%	10%	-0.1	46
44	-0.4%	-3%	14%	1.5	55
45	-1.5%	21%	84%*	·	·
46	-1.1%	3%	-20%	3.7	81
47	0.1%	10%	-19%	·	·
48	0.2%	4%	-3%	-1.5	77
